OX1R antag-1: blocks the human orexin 1 receptor; O43613; AID 485270; inhibition, % at 6.6 µM; OX1R-expressing cells, FRET antagonist read-out; 330,000 tested, 1.8% active; in the data active = inhibition mostly above about 38%, no sharp cut-off; inactive = mostly below about 40%;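 note: 0% = agonist challenge alone and 100% = reference antagonist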
Target sequence (O43613 whole entry, looked up): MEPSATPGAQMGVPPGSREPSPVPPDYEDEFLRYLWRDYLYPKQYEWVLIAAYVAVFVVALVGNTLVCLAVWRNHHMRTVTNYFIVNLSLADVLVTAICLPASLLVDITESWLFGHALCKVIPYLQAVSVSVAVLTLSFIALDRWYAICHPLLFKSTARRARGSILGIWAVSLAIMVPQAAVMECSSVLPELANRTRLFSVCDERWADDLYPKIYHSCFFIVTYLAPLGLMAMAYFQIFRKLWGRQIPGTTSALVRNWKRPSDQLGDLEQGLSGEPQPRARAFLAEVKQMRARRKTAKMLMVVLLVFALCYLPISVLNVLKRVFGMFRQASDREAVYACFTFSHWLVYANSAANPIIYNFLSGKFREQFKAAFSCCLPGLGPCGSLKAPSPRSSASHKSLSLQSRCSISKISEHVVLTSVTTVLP
OX1R antag-2: antagonists of human orexin 1 receptor; 330,000 tested, 0.43% active; AID 434989; CHO/OX1R cells, Fluo-8 calcium fluorescence, orexin A; O43613; inhibition, % at 5 µM;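 active = inhibition above its plate's threshold, mean inhibition of all tested compounds on the plate plus 3 SD, cut at about 37% in these data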;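 note: 0% = orexin A challenge wells and 100% = SB-334867-A antagonist wells; not every result past the cut was called active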
* marks the source's active call; other numbers are inactive results.

OX1R antag-1 | OX1R antag-2 | molecule
-5.5 | -21.2 | COc1ccc(CNC(=O)Nc2cccc(C)c2)cc1
16.8 | -0.6 | CCOC(=O)N1CCC(NC(=O)Cn2nc(-c3ccccc3)ccc2=O)CC1
12.3 | -28.4 | CC(=O)NCCC1CCCCN1Cc1nc(Cc2cccc(C(F)(F)F)c2)no1 (configuration not stated)
29.2 | -10.1 | O=C(C1=C[C@@H](c2ccc(Br)cc2)C[C@@H](OCc2ccc(CO)cc2)O1)N1CCN(Cc2ccc3c(c2)OCO3)CC1
6.1 | -14.2 | CCOc1cc(C(=O)OCC(=O)Nc2c(C)cccc2C)ccc1OCC(=O)N1CCOCC1
5.5 | -1.1 | O=C1N(c2ccccc2)C(=Nc2ccccc2)SC12CC2
14.5 | -0.5 | O=C(NN=C1CCCCCCC1)c1ccc(F)cc1
3.3 | -12.3 | O=C(CCc1ccccc1)Nc1ccc(F)cc1F
5.3 | -11.7 | Cc1ccc(-c2nc(-c3ccccc3)no2)cc1
-0.5 | -6.3 | COc1ccccc1S(=O)(=O)CC(O)COc1ccc(C#N)cc1 (configuration not stated)
2.3 | -20.4 | COCCNc1oc(-c2ccc(F)cc2)nc1C#N
18.0 | -5.1 | O=C(Nc1ccc2oc(-c3ccccc3F)nc2c1)c1ccc2c(c1)OCCO2
21.6 | -30.1 | COc1ccccc1N1CCN(C(=O)/C=C/c2c(Cl)nc3ccccn23)CC1
22.1 | -11.6 | CC1CC(=O)Nc2ccccc2N1C(=O)Nc1ccc(F)cc1 (configuration not stated)
20.5 | -24.3 | COc1ccc(C(=O)/C=C2/c3ccccc3CC(C)(C)N2C)cc1OC
8.5 | -16.5 | COCCCNC(=O)c1ccc(CS(=O)(=O)c2ccc(Br)cc2)o1
19.4 | -1.8 | Cc1cc(NC(=O)c2ccccc2Cl)c(C(C)C)cc1O
52.1 | -6.1 | Cc1ccc2cc(/C=N/NC(=O)CN3CCOCC3)c(Cl)nc2c1
14.6 | -4.7 | O=C(/C=C/c1ccc2c(c1)OCO2)Nc1nc2ccc(F)cc2s1
-2.8 | -2.8 | O=C1CCCC(=O)N1c1ccc(F)cc1

2 entries picked at random from those above:
OX1R antag-1 | OX1R antag-2 | molecule
22.1 | -11.6 | CC1CC(=O)Nc2ccccc2N1C(=O)Nc1ccc(F)cc1 (configuration not stated)
14.6 | -4.7 | O=C(/C=C/c1ccc2c(c1)OCO2)Nc1nc2ccc(F)cc2s1

Later entries.
OX1R antag-1 | OX1R antag-2 | molecule
7.9 | -11.8 | CN1CCC(=O)N([C@H](CC#N)c2ccccc2)CC1
13.9 | -24.8 | Cc1ccc(N(C(=O)CNC(=O)c2ccco2)C(C(=O)NCC2CCCO2)c2ccccc2)cc1 (configuration not stated)
24.4 | -19.7 | Cc1cccc(N2CCN(C(=O)c3ccncc3)CC2C)c1 (configuration not stated)
22.5 | -6.1 | O=P(O)(O)c1ccccc1OCCOCCOCCOCCOc1ccccc1P(=O)(O)O
8.3 | -9.3 | CC(=O)NC(CC(=O)Nc1nccs1)c1ccccc1 (configuration not stated)
34.6 | 6.1 | CN(C)CCCCNCCCNC(=O)/C=N\O
18.6 | -16.6 | COc1ccccc1C(=O)NNC(=O)C(=O)NC(C)C
19.8 | -7.6 | O=C(CN1CCN(C(=O)c2ccccc2)CC1)Nc1ccc(Cl)cc1F
37.9 | -2.6 | CCCn1c(O)c(CN2CCCC(C)C2)c(C)c(C#N)c1=O (configuration not stated)
5.9 | -6.2 | Cc1cc(C)n2c(Br)c(CN3CCCC(C)C3)nc2n1 (configuration not stated)
11.8 | 3.8 | O=C(CCNS(=O)(=O)c1cccs1)Nc1ccccc1F
-7.9 | -12.2 | CCOc1ccccc1NC(=O)COC(=O)CNS(=O)(=O)c1ccc(C)cc1
4.1 | -1.6 | COCCCNC(=O)c1ccc2c(c1)OCO2
6.1 | -26.5 | O=C1CCc2cc(S(=O)(=O)N3CCN(c4ccccc4)CC3)cc3c2N1CCC3
13.8 | -30.4 | Cc1ccc(S(=O)(=O)Nc2cccc(C(=O)NCC(c3ccco3)N(C)C)c2)cc1F (configuration not stated)
12.5 | -16.4 | COc1cccc(S(=O)(=O)Nc2ccc(C(=O)N3CCCCCC3)cc2)c1
28.2 | -23.0 | Cc1cccc(N(Cc2cc3ccccc3[nH]c2=O)C(=O)c2ccco2)c1C
11.6 | 7.3 | CCOC(=O)C1=C(CSc2nc3c(cc2C#N)CCC3)OC(N)=C(C#N)C1c1ccccc1 (configuration not stated)
-0.2 | 11.6 | CCCn1c(CN2CCN(C)CC2)nc2ccccc21
10.1 | -14.1 | O=C(Nc1nc2c(F)cc(F)cc2s1)C1COc2ccccc2O1 (configuration not stated)
9.2 | -20.2 | CC(C#N)On1c(SC(C)C#N)nc2ccccc2c1=O (configuration not stated)
20.3 | -24.3 | O=c1c2ccccc2nc(SCc2ccncc2)n1CC1CCCO1 (configuration not stated)
9.5 | 1.2 | O=C(c1ccc2[nH]c(=O)c(=O)[nH]c2c1)N1CCc2ccccc2C1
14.1 | -9.8 | Cn1c(=O)cc(OCC(=O)Nc2ccccn2)c2ccccc21
9.9 | -16.0 | CCN1CCN(C(=O)c2cccc(OC3CCN(S(C)(=O)=O)CC3)c2)[C@@H](C)C1=O
8.3 | -15.4 | Cc1cc(Br)ccc1SCC(=O)OCC(=O)Nc1ccc2[nH]c(=O)[nH]c2c1
13.3 | -37.3 | Cc1onc(-c2ccccc2)c1CNC(=O)Nc1ccc(F)cc1F
4.3 | -20.5 | COc1cc(OC)cc(C(=O)NCC(=O)N2CCCCCCC2)c1
39.3 | -29.9 | CCOc1ccc(-n2c(SCC(=O)NCc3ccco3)nc3c(c2=O)SCC3)cc1
66.9 | 1.2 | Cc1nc(SCC(=O)c2cccc([N+](=O)[O-])c2)n[nH]1
19.9 | 43.4* | O=C(COC(=O)c1ccccc1Nc1ccccc1)c1ccccc1
9.7 | -2.5 | Fc1ccc(OCCCCN2CCOCC2)cc1
-12.1 | -1.8 | O=C(O)c1cccc(Nc2ncnc3c2cnn3-c2ccccc2)c1
4.2 | 7.6 | NS(=O)(=O)c1ccc(NC(=O)c2cccc(Cl)c2)cc1
14.4 | -8.5 | COc1cc(OC)cc(C(=O)N/N=C/c2ccc(OC)c(COc3ccc(F)cc3)c2)c1
5.0 | -0.2 | Cc1cc(C)cc(SCc2noc(C(=O)NC(C)C)c2C(=O)O)c1
21.9 | -22.5 | O=C(CNC(=O)c1ccccc1F)NCCc1ccc(Cl)cc1
9.3 | 5.2 | CCN1CCN(C(c2cccs2)C(C)NC(=O)C(=O)N2CCCCC2)CC1 (configuration not stated)
17.3 | 0.6 | CC(=O)Nc1ccc(S(=O)(=O)N2CCN=C2SCc2ccccc2C)cc1
19.2 | -9.5 | COc1ccc(S(=O)(=O)NCCS(=O)(=O)N2CCN(c3ccccc3)CC2)cc1
22.7 | -25.7 | CC1CCc2sc3ncnc(N4CCOCC4)c3c2C1 (configuration not stated)
11.8 | -7.1 | Cc1c(-c2ccc(Br)cc2)[n+](=O)c2c(n1[O-])CCCCC2
53.2 | -21.6 | O=C(COc1ccc2ccccc2c1)N/N=C/c1ccccn1
5.4 | -7.8 | Cc1ccc(S(=O)(=O)NC(=O)Nc2cc(C)ccc2F)cc1
13.9 | -22.6 | CC(C)N(c1nnc(N)s1)C(C)C
3.7 | -9.6 | CCCCn1c(SCC(=O)Nc2cc(C)on2)nc2ccsc2c1=O
4.6 | -15.7 | Cc1ccccc1NC(=S)N1CCCC(c2nc3ccccc3[nH]2)C1 (configuration not stated)
13.9 | -11.6 | CCOC(=O)C1CCN(C(=O)CCc2ccc(S(=O)(=O)NCC(C)C)cc2)CC1
-10.7 | -0.2 | COc1ccc(NC(=O)C2C3C=CC(O3)C2C(=O)O)cc1 (configuration not stated)
11.6 | -21.9 | COc1ccc(C(=O)N(CC2CCCO2)C(C(=O)NCCC(C)C)c2ccc(C)cc2)cc1OC (configuration not stated)

Continuation:
OX1R antag-1 | OX1R antag-2 | molecule
2.9 | -22.5 | Brc1ccc(-c2c(-c3ccsc3)sc3ccccc23)cn1
33.1 | -13.6 | COc1ccc(C(O)c2nccn2Cc2ccccc2)cc1OC (configuration not stated)
22.7 | -9.4 | CCC(NC(=O)c1ccccc1NC(=O)c1ccccc1)C(=O)NNC(=O)CSc1nc2ccccc2o1 (configuration not stated)
41.0 | -38.1 | CC(=O)c1cccc(CN2CCC(n3nccc3NC(=O)CCCc3ccccc3)CC2)c1
30.5 | -28.2 | CCc1nnc(NC(=O)CCCSc2nc3ccccc3[nH]2)s1
20.1 | -6.1 | C#CCN1C=C(C(=O)OCC)C(C)N(Cc2ccccc2I)S1(=O)=O (configuration not stated)
11.9 | -26.3 | CCc1ccc(CCC(=O)Nc2ncc(Cc3ccccc3Cl)s2)o1
20.5 | 3.2 | COCCN(CC(=O)NCC1CCCO1)C(=O)CCC(=O)Nc1cc(C)on1 (configuration not stated)
36.0 | -14.1 | CCc1ccc(/C=N\NC(=O)c2ccc(Br)o2)s1
68.0* | -42.2 | Cc1ccc2oc(-c3cccc(NC(=O)c4ccccn4)c3)nc2c1
17.0 | -23.0 | O=C1COc2ccc(C(=O)COc3ccc(Cl)cc3Br)cc2N1
18.4 | -0.7 | CC1=C(C#N)C(c2ccc(O)cc2)C2=C(CC(C)(C)CC2=O)N1 (configuration not stated)
16.8 | -3.4 | CN(CC(=O)Nc1ccccc1Cl)C(=O)COC(=O)c1ccccc1[N+](=O)[O-]
13.1 | -0.9 | CCCOCC1CC(CCc2nc(=S)[nH][nH]2)C(=O)O1 (configuration not stated)
11.7 | -12.6 | Cc1cc(=O)n(C)c(=O)n1CCCCCN1CCCC1
17.0 | -5.1 | O=C(O)Cc1sc(NCc2ccco2)nc1-c1ccccc1
92.3 | 2.2 | Cc1ccc(SCC(=O)Nc2cc([N+](=O)[O-])ccc2O)cc1
20.4 | -13.9 | Cc1oc2c(C)c3oc(=O)c4c(c3cc2c1C)CCCC4
23.0 | -15.3 | COc1cc(COc2ccc3c(C)c(Cc4ccccc4)c(=O)oc3c2C)cc(OC)c1OC
4.5 | -30.5 | COc1cccc(/C=C/C(=O)OCCN2C(=O)c3ccccc3C2=O)c1
7.6 | -11.7 | CC(=O)c1cccc(NC(=O)CN(c2ccccc2F)S(C)(=O)=O)c1
5.4 | -27.7 | CCOc1cc(NC(=S)NCCCN2CCOCC2)c(OCC)cc1NC(=O)c1ccc(C)cc1
-2.4 | -13.8 | CSc1nc(-c2ccco2)nn1C(=O)c1ccccc1
9.4 | -5.3 | O=C(O)CSCNC(=O)CC12CC3CC(CC(C3)C1)C2
13.1 | -12.5 | COCC(C)n1c(C)cc(C(=O)CSc2nc(C)c(C)c(C)n2)c1C (configuration not stated)
3.1 | -11.5 | Nc1ccc(S(=O)(=O)Nc2ccc(Cl)nn2)cc1
31.5 | -11.8 | CNc1nnc(-c2cc3ccccc3oc2=O)s1
10.9 | -18.6 | Cc1ccc(-c2ccc(=O)n(CC(=O)NCCN3C(C)CCCC3C)n2)cc1 (configuration not stated)
19.3 | -30.0 | CCC(CC)NC(=O)COC(=O)c1ccc(OCc2ccc(C(C)=O)cc2OC)c(OC)c1
3.4 | -5.8 | CN1CCN(c2ccc(NC(=O)c3ccc4c(c3)OCO4)cc2)CC1
2.0 | -7.2 | COc1ccccc1C(=O)NNC(=O)Cc1ccccc1
11.0 | -7.7 | NC(=O)CC1C(=O)N(c2ccc(F)cc2)C(=O)N1NC(=O)CCc1ccccc1 (configuration not stated)
9.4 | -11.8 | CSc1cc(C)n(-c2ccc(Cl)cc2)c(=S)c1C(C)=O
18.3 | 23.7 | CCOC(=O)c1sc(=S)n(C)c1NC(=O)c1ccc(C(C)(C)C)cc1
2.9 | -21.7 | Clc1ccccc1-c1ncc2ccccn12
4.8 | -22.0 | O=C(CCNS(=O)(=O)c1ccccc1)NNC(=O)COc1ccc(Cl)cc1
17.7 | -13.3 | C=CCn1c(SCc2ccc(C#N)cc2)nnc1-c1cccc(OC)c1
7.5 | -36.1 | Cc1cc(S(=O)(=O)NC2CCN(Cc3ccccc3)CC2)c(C)cc1Cl
9.1 | -8.7 | CC(C)(C)OC(=O)C[C@H]1C/C=C\C[C@@H](CC(=O)N[C@@H](CO)Cc2ccccc2)C(=O)NCCOC1=O
8.2 | -7.6 | CN1C(=O)CC(c2ccccc2)C1=O (configuration not stated)
7.4 | -13.4 | CC(Sc1nc(-c2ccccc2)cc(C(F)(F)F)n1)C(=O)N1CCCC1 (configuration not stated)
12.2 | -27.5 | COc1cc(C(=O)Oc2cccc(C(=S)N3CCOCC3)c2)cc(OC)c1OC
1.7 | -7.9 | CCOC(=O)/C(C#N)=C/c1ccc(N2CCN(Cc3ccccc3)CC2)cc1
6.2 | 10.2 | O=C(O)c1cccc(Nc2nc(-c3ccccc3)nc3ccccc23)c1
6.5 | -7.2 | O=C(CSc1ccc2nnc(-c3ccncc3)n2n1)NCC1CCCO1 (configuration not stated)
2.9 | -21.6 | CC(O/N=C(\N)c1ccccc1)C(=O)Nc1cccc(C(F)(F)F)c1 (configuration not stated)

Gathered by group: those above containing bromine (8)
OX1R antag-1 | OX1R antag-2 | molecule
29.2 | -10.1 | O=C(C1=C[C@@H](c2ccc(Br)cc2)C[C@@H](OCc2ccc(CO)cc2)O1)N1CCN(Cc2ccc3c(c2)OCO3)CC1
8.5 | -16.5 | COCCCNC(=O)c1ccc(CS(=O)(=O)c2ccc(Br)cc2)o1
5.9 | -6.2 | Cc1cc(C)n2c(Br)c(CN3CCCC(C)C3)nc2n1 (configuration not stated)
8.3 | -15.4 | Cc1cc(Br)ccc1SCC(=O)OCC(=O)Nc1ccc2[nH]c(=O)[nH]c2c1
11.8 | -7.1 | Cc1c(-c2ccc(Br)cc2)[n+](=O)c2c(n1[O-])CCCCC2
2.9 | -22.5 | Brc1ccc(-c2c(-c3ccsc3)sc3ccccc23)cn1
36.0 | -14.1 | CCc1ccc(/C=N\NC(=O)c2ccc(Br)o2)s1
17.0 | -23.0 | O=C1COc2ccc(C(=O)COc3ccc(Cl)cc3Br)cc2N1

Screening data deposited in PubChem BioAssay by The Scripps Research Institute Molecular Screening Center.
